# MEKK2 mut-MEK5: signal of MEK5 binding to mutant human MEKK2 PB1 domain; bead flow cytometry, Alexa488-MEK5 binding to MEKK2 mutant; percent response, % at 10 µM; hit rate 0.35% among 290,000; AID 1530; in the data active = percent response above about 24%, passing the limit was not always enough; note: inactives centre near 1; some results filed as inactive read as strong as hits
# MEKK2wt PB1 HTS: raises or lowers MEK5 binding to wildtype human MEKK2 PB1 domain; Q9Y2U5; bead flow cytometry, Alexa488-MEK5 binding to MEKK2 WT; actives lie on both sides; binding response (% of control), % at 10 µM; hit rate 1.1% among 290,000; AID 1531; in the data active = binding response below about 67% or above about 130%
# IMP-1 inh: inhibitors of Pseudomonas aeruginosa IMP-1 metallo-beta-lactamase; purified IMP-1, nitrocefin hydrolysis, epi-absorbance fluorescence; hit rate 0.45% among 290,000; inhibition, % at 5.6 µM;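 active = inhibition above the mean plus 3 SD of all compounds in the same screening run, cut at about 4.5% in these data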;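 note: 0% = IMP-1 with DMSO and 100% = DMSO wells lacking enzyme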
#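 System: purified recombinant IMP-1 beta-lactamase. Medium: Zinc- and detergent-supplemented HEPES buffer, pH 7.1. Compound: one 5.6 µM dose […]. Schedule: 15 min preincubation plus 25 min reaction at 25 °C. Technique: Epi-absorbance fluorescence, 480 nm excitation, 530 nm emission.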
# SUMO HTRF inh: blocks human SUMOylation mediated by UBC9. P63279. HTRF SUMOylation assay, SAE1/SAE2 + UBC9, in vitro. inhibition, % at 35 µM. hit rate 0.36% among 290,000. AID 2006; in the data active = inhibition above about 50%, passing the limit was not always enough; note: strong numbers were not always called active
# Target sequence (P63279 whole entry, looked up): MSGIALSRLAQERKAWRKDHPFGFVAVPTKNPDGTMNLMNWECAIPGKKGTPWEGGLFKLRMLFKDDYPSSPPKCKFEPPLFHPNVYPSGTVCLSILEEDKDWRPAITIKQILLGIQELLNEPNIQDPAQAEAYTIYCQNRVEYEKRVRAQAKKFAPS
# VIM-2 inh: inhibitors of Pseudomonas aeruginosa VIM-2 metallo-beta-lactamase; purified VIM-2, nitrocefin hydrolysis, epi-absorbance fluorescence; inhibition, % at 5.6 µM; hit rate 0.89% among 290,000; AID 1527;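 active = inhibition above the mean of all tested compounds plus 3 SD, cutoff set per screening run, cut at about 7.5% in these data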;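 note: red hydrolysis product quenches plate fluorescence so inhibitors raise well fluorescence; 0% = enzyme with DMSO and 100% = DMSO without enzyme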
# DNA FID counter: fluorescent intercalator displacement, NS3 helicase counter-screen; AID 1845; DNA fluorescent intercalator displacement, fluorescence; inhibition, % at 7.9 µM; hit rate 0.17% among 290,000; in the data active = inhibition above about 37%;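 note: 0% = vehicle and 100% = reference compound; higher means more ethidium bromide displaced from hairpin DNA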
# NALP1 yeast inh: inhibitors of NALP1 inflammasome in yeast. hit rate 0.61% among 280,000. inhibition, % at 10 µM. S. cerevisiae NALP1/ASC/caspase-1 growth, X-gal OD620, 72 h; in the data active = inhibition mostly above about 24%, no sharp cut-off; inactive = mostly below about 32%; note: some compounds called inactive have numbers as strong as hits
# M18AAP inhibitor: blocks P. falciparum M18 aspartyl aminopeptidase; recombinant PfM18AAP, H-Glu-NHMec fluorogenic cleavage; AID 1822; hit rate 1.2% among 290,000; inhibition, % at 7.35 µM;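 active = inhibition above the campaign mean inhibition over all tested compounds plus 3 SD, cut at about 28% in these data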;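 note: 0% = plate median of test compound wells and 100% = 2 mM ZnCl2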
# NS3 helicase inh: blocks Hepatitis C virus NS3 helicase unwinding; inhibition, % at 10.9 µM; AID 1800; NS3 helicase DNA unwinding, Cy5 molecular beacon fluorescence; hit rate 0.56% among 290,000;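 active = inhibition above the mean of all tested compounds plus 3 SD, set per campaign, cut at about 35% in these data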;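 note: 0% = DMSO wells and 100% = thioflavine S control wells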
#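 Control set: DMSO versus 110 µM thioflavine S; Material: NS3 helicase fragment of HCV; Measured by: Cy5 fluorescence at 0 and 60 min, beacon hairpin quenching; Read-out basis: percent inhibition from t60/t0 fluorescence ratio; Times: reaction time 60 min, 25 °C; Repeats: single replicate; Compound dosing: single dose, 10.9 µM nominal final, DMSO 0.8% final.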
# Active calls of the source: *; . = not tested or not shown.
nr	compound	MEKK2wt PB1 HTS	NALP1 yeast inh	M18AAP inhibitor	SUMO HTRF inh	IMP-1 inh	MEKK2 mut-MEK5	VIM-2 inh	DNA FID counter	NS3 helicase inh
1	Cc1ccc2c(CC(=O)OCc3cc(=O)n4c(n3)sc3ccccc34)coc2c1	.	15	1	9	-2.4	.	1.6	-2	6
2	COC(=O)c1[nH]c2ccccc2c1NC(=O)CN1CCN(c2cccc(OC)c2)C(C)C1 (stereo not drawn)	107	14	9	-19	5.8*	3	-2.5	-27	-27
3	Oc1ccccc1C1=Nc2ccccc2N=C(c2ccco2)C1	103	10	1	30	-1.4	-1	-2.4	-8	-3
4	C=CCn1c(SCCN2CCCC2)nc2c([nH]c3ccccc32)c1=O	60	27	0	18	0.2	-14	10*	11	4
5	CCSc1nc(C)cc(Oc2ccc(=O)n(C)n2)n1	96	-7	12	-16	0.0	-2	1.1	-15	0
6	CCn1c(SCC(=O)Nc2cc(C)ccc2C)nc2c(c1=O)SC(C)C2 (stereo not drawn)	107	.	1	21	-1.8	8	-0.7	-11	2
7	Cc1ccc(NC(=O)C(=O)NCC2CCCO2)cc1C (stereo not drawn)	104	15	-9	12	-0.4	2	-0.1	-5	10
8	CN(C)c1ccc(/C=N/NC(=O)c2cccc(C(=O)N/N=C/c3ccc(N(C)C)cc3)n2)cc1	95	-16	2	7	-4.4	2	-3.2	1	-4
9	COC(=O)c1sc2nc3c(cc2c1N)CCCC3	96	-9	4	38	-3.7	-4	1.8	-3	-2
10	O=C(NC1=NCCS1)C1Cc2ccccc2CN1C(=O)c1ccccc1 (stereo not drawn)	113	18	4	12	-2.2	4	-2.6	-21	8
11	CN1CCC(N(C)C(=O)c2cc(=O)c3ccccc3o2)CC1	99	-5	-6	8	-1.6	-1	-1.2	0	7
12	Cc1cc(NS(=O)(=O)c2ccc(NC(=S)NC(=O)c3ccc(Br)cc3)cc2)no1	94	29	-10	17	-1.4	-2	-1.0	-37	34
13	CCOc1ccc(NC(=O)CCNS(=O)(=O)c2ccc3c(c2)CCC(=O)N3)cc1	92	25	1	0	-2.3	-2	-3.7	-2	0
14	CN(C)CC(=O)c1c[nH]c2ccccc12	105	-7	-5	5	-3.4	1	-2.9	-2	5
15	CSc1ccccc1OCc1cc(C(=O)N(C)Cc2cnccn2)no1	99	-1	4	-11	-1.4	-6	0.2	-26	-2
16	COC(=O)c1nn(-c2ccc(OC)cc2)c(=O)cc1NN	101	-4	1	21	-3.4	-4	-0.1	-13	1
17	O=C(N/N=C/c1cc(Cl)cc([N+](=O)[O-])c1O)NC12CC3CC(CC(C3)C1)C2	94	22	-9	-11	-1.9	-2	-0.6	-4	15
18	O=c1cc(CN2CCN(Cc3ccccc3)CC2)c2ccc(O)cc2o1	104	1	7	37	-2.6	2	-2.5	-4	-3
19	O=C(NCCO)N1c2ccccc2Sc2ccccc21	100	7	4	5	-2.7	15	-2.5	-6	-5
20	Cc1ccc(NC(=S)NCc2ccc3c(c2)cc(C)n3C)c(C)c1	101	14	-5	-9	-3.2	-5	-5.2	-11	-18
21	CCN(CC)C(=O)CSc1nc2cccnc2n1-c1ccccc1OC	91	5	-3	19	-3.1	1	0.2	-20	3
22	CCC(=O)Nc1ccc(NC(=O)CSc2nnc(-c3ccc(O)cc3)n2CC2CCCO2)cc1 (stereo not drawn)	91	-1	-5	-3	-5.0	-2	-4.0	-10	7
23	Cc1ccc(N(CC(=O)NC2CCCC2)C(=O)CCC(=O)Nc2ccccn2)cc1C	94	26	1	-10	-1.1	-6	-0.6	-40	8
24	CCC(=O)Nc1ccc(NC(=O)c2ccco2)cc1	99	3	1	21	-2.1	-2	-1.7	1	5
25	C=CCn1c(=O)c2ccccc2n2c(SCC(=O)/C(C#N)=C(\C)N)nnc12	103	11	-1	17	-3.3	3	0.0	-7	4
26	Cn1c(CCNC(=O)c2ccco2)nc2cc(NC(=O)C3CCCCC3)ccc21	103	8	-4	0	-1.1	1	0.8	-16	-2
27	CCCN(CCC)Cc1c(C(=O)N/N=C/C(C)=C\c2ccco2)nnn1-c1nonc1N	89	-10	11	-20	-3.6	-8	-2.2	-23	0
28	CC1CCc2c(nc3ncnn3c2N2CC(C)OC(C)C2)C1 (stereo not drawn)	101	1	2	2	-1.2	5	4.9	-9	2
29	CC1(C)CC(=O)C(C=Nc2ccccc2)=C(O)C1	109	-7	-1	-9	-3.0	9	-4.4	-5	-8
30	CCCc1nnc(NC(=O)c2cc3ccccc3oc2=O)s1	102	40*	0	2	-1.6	8	-2.8	-1	1
31	Cc1ccc(S(=O)(=O)NC(=O)N(C)C2CCCCC2)cc1	130	8	-11	13	-0.3	28	-1.7	-1	6
32	Cc1ccc(CSc2nnc(NC(=O)C3COc4ccccc4O3)s2)cc1 (stereo not drawn)	.	1	6	28	0.3	.	-0.7	0	7
33	CCC(=O)Nc1nc(-c2ccccc2)nc(SC)c1C(C)=O	102	-15	5	-11	-1.5	-1	-1.3	-4	9
34	Cc1cnc(Sc2ncccc2[N+](=O)[O-])nc1	100	.	-5	.	-2.9	2	-4.5	-7	1
35	Cc1ccc(N=Nc2c(N)nn(-c3ccccc3)c2N)cc1	103	16	2	4	-3.6	-1	-5.0	-11	-5
36	COc1ccc2nc(SCC(=O)NC3CCCC3)c(C)cc2c1	99	14	2	9	-6.8	4	-4.8	-36	15
37	CS(=O)(=O)c1ccc2nc(NC(=O)CS(=O)(=O)Cc3ccccc3)sc2c1	99	-2	-6	1	-2.9	-4	-2.4	-20	-11
38	O=C(CC1(C(F)(F)F)OCCO1)Nc1ccc2c(c1)OCO2	97	1	1	11	-2.8	0	-2.6	3	6
39	CCOC(=O)C1=C(C)NC2=C(C(=O)CCC2)C1c1ccc(O)c(OCC)c1 (stereo not drawn)	102	17	4	26	-2.9	-1	0.0	-13	10
40	Cc1ccc2nc(N/N=C/c3ccccc3C#N)nc(-c3ccccc3)c2c1	95	8	8	4	-1.3	-9	-0.5	-16	-7
41	CCSc1nnc(Nc2ccccc2)s1	104	-9	-1	3	-1.1	8	-1.2	-2	-2
42	COc1ccc2c(c1)C(SCC(=O)NCCc1ccccc1)CC(C)(C)O2 (stereo not drawn)	86	39	9	0	-0.6	-6	0.7	-34	-11
43	COc1ccc2[nH]c(=O)c(CN(C)C(=O)c3cccs3)cc2c1	96	12	-4	0	-4.0	-13	-2.6	-10	-5
44	Nc1ccc(Cl)cc1C(=O)OCC(=O)NC1CCS(=O)(=O)C1 (stereo not drawn)	105	10	-9	2	-1.8	-4	-1.3	-1	2
45	CCOc1ccccc1CNc1ccc(N2CCOCC2)c(C(=O)O)c1	107	20	4	30	-2.5	3	-3.9	-1	-2
46	CC1Oc2ccccc2N(CC(=O)N2CCCC2)C1=O (stereo not drawn)	110	2	1	22	-3.2	14	-2.2	-8	4
47	OCC1(Cc2ccccc2Cl)CCN(C/C=C/c2ccccc2)CC1	94	15	-6	20	-1.1	-10	-0.4	15	-65
48	Cc1ccc(-c2cnc(NCc3cc4c(cc3[N+](=O)[O-])OCO4)n2C)cc1C	95	15	3	10	-1.7	-12	-0.6	5	7
49	COc1ccc(CNc2cc(C)cc(C)c2)cc1OC	102	15	8	-7	-0.3	1	-0.7	-14	-7
50	N=c1oc2ccccc2cc1C(=O)NCc1ccccc1	104	12	0	8	-1.2	3	-0.7	-6	3

# Remaining list, next part
nr	compound	MEKK2wt PB1 HTS	NALP1 yeast inh	M18AAP inhibitor	SUMO HTRF inh	IMP-1 inh	MEKK2 mut-MEK5	VIM-2 inh	DNA FID counter	NS3 helicase inh
51	COc1ccc(/C=C2\SC(=N)N(c3ccc(F)cc3)C2=O)cc1OC	93	-1	13	21	-0.9	-13	2.8	7	-1
52	N#CC1=C(N)Oc2cc(N)ccc2C1c1ccccc1F (stereo not drawn)	100	6	24	4	-6.6	2	-1.0	-5	1
53	O=C(c1ccc(Cl)cc1)C1CCCN(C(=O)c2csnn2)C1 (stereo not drawn)	99	7	-8	12	-1.4	-2	0.8	-8	-5
54	CCOc1ccccc1NC(=O)COC(=O)CN(C)S(=O)(=O)c1ccc(C)cc1	105	26	-3	-15	-2.3	0	-3.2	-26	-3
55	COc1ccc(OCC(=O)NNC(=O)C2CCCO2)cc1 (stereo not drawn)	100	4	-6	-5	-2.1	-2	-2.4	-8	5
56	COc1ccc(N2CCN(S(=O)(=O)c3cc(C)ccc3OC)CC2)cc1	106	8	-7	7	-2.0	6	-1.3	-6	7
57	Cc1cc(C)nc(N/N=C/C(Cl)=C/c2ccccc2)n1	109	-11	-2	7	-2.2	7	-2.4	-11	3
58	CCOc1cc(C(=O)Nc2cccnc2)cc(OCC)c1OCC	112	7	2	18	-2.4	18	-0.6	-27	-1
59	COc1cc(NC(=O)c2ccc(Br)cc2)c(OC)cc1NC(=O)c1ccccc1	84	1	4	28	1.7	-19	-2.9	-9	1

# Among those listed so far, 10 have a halogen.
nr	compound	MEKK2wt PB1 HTS	NALP1 yeast inh	M18AAP inhibitor	SUMO HTRF inh	IMP-1 inh	MEKK2 mut-MEK5	VIM-2 inh	DNA FID counter	NS3 helicase inh
12	Cc1cc(NS(=O)(=O)c2ccc(NC(=S)NC(=O)c3ccc(Br)cc3)cc2)no1	94	29	-10	17	-1.4	-2	-1.0	-37	34
17	O=C(N/N=C/c1cc(Cl)cc([N+](=O)[O-])c1O)NC12CC3CC(CC(C3)C1)C2	94	22	-9	-11	-1.9	-2	-0.6	-4	15
38	O=C(CC1(C(F)(F)F)OCCO1)Nc1ccc2c(c1)OCO2	97	1	1	11	-2.8	0	-2.6	3	6
44	Nc1ccc(Cl)cc1C(=O)OCC(=O)NC1CCS(=O)(=O)C1 (stereo not drawn)	105	10	-9	2	-1.8	-4	-1.3	-1	2
47	OCC1(Cc2ccccc2Cl)CCN(C/C=C/c2ccccc2)CC1	94	15	-6	20	-1.1	-10	-0.4	15	-65
51	COc1ccc(/C=C2\SC(=N)N(c3ccc(F)cc3)C2=O)cc1OC	93	-1	13	21	-0.9	-13	2.8	7	-1
52	N#CC1=C(N)Oc2cc(N)ccc2C1c1ccccc1F (stereo not drawn)	100	6	24	4	-6.6	2	-1.0	-5	1
53	O=C(c1ccc(Cl)cc1)C1CCCN(C(=O)c2csnn2)C1 (stereo not drawn)	99	7	-8	12	-1.4	-2	0.8	-8	-5
57	Cc1cc(C)nc(N/N=C/C(Cl)=C/c2ccccc2)n1	109	-11	-2	7	-2.2	7	-2.4	-11	3
59	COc1cc(NC(=O)c2ccc(Br)cc2)c(OC)cc1NC(=O)c1ccccc1	84	1	4	28	1.7	-19	-2.9	-9	1

# Screening data as filed in PubChem BioAssay.
